Screening results deposited in PubChem BioAssay by National Center for Advancing Translational Sciences (NCATS).
ALOX12 inh = blocks human arachidonate 12S-lipoxygenase; purified 12hLO, xylenol orange hydroperoxide absorbance; Potency, µM (titrated, usually from 108 µM), without a hit: top-dose activity change, negative = inhibition, most hits filed as inhibitors; 1.1% of 580,000 active; active means well fitted inhibition curve with a large enough effect; inconclusive means small, poorly fitted or top-dose-only effect, or another doubt; inactive means no such curve, though single readings can be large or run the other way
Target sequence (P18054 whole entry, looked up): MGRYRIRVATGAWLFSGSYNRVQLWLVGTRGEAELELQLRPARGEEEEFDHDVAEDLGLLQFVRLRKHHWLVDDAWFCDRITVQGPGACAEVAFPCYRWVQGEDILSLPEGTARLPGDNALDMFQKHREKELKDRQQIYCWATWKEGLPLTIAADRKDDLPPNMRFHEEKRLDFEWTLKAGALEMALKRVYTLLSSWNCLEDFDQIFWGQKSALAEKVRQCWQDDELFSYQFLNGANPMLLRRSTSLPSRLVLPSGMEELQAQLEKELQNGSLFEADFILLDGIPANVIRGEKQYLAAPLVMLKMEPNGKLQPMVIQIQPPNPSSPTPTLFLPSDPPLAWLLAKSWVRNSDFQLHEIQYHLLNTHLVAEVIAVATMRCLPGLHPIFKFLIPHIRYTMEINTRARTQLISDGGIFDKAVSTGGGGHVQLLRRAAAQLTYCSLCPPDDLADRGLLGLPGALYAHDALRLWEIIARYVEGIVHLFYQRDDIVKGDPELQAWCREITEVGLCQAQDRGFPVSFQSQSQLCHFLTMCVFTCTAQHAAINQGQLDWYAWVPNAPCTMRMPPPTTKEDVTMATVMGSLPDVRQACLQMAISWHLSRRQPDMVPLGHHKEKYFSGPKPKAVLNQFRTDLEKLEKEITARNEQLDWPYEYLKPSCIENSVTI
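Purified human 12hLO at 150 nM in 25 mM Hepes, 0.01% Triton X-100, pH 7.0, preincubated 15 min at room temperature with compound. Reaction started with 40 uM arachidonic acid, 30 min at room temperature. Hydroperoxide measured by Fe-xylenol orange, 573/405 nm absorbance ratio.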
* = called active by the depositor; ? = inconclusive; [ ] = remark or other dose. On the % scale 0 is the no-effect control and ±100 the full control effect; potency means the concentration at half of the fitted maximal effect.

mol | ALOX12 inh
O=C(NCc1nnnn1-c1ccccc1)C1NCCc2[nH]cnc21 (stereo unspecified) | 74.4%[activator]
CCc1nc2nccc(-c3ccc(Br)s3)n2n1 | -6.5%
Cc1noc(C)c1S(=O)(=O)NCC1(COc2cnccn2)C[C@@H](O)[C@@H](O)C1 (stereo partly specified) | ?
O=C(CCc1nc2ccc(Cl)cc2[nH]1)N1CCCC(Cc2nc(C3CCOCC3)no2)C1 (stereo unspecified) | 24.4%
O=C(Nc1ccc(C(F)(F)F)cc1)N1CCC(n2cnnc2C2CC2)C1 (stereo unspecified) | 20.6%
COc1ccc(NC(=O)NCC2CCCN(C(C)C)C2)cc1OC (stereo unspecified) | 96.5%[activator]
Cn1cccc1C(=O)C(=O)N1CCC(O)(CN2CCOCC2)C(C)(C)C1 (stereo unspecified) | 23.6%
COc1ccccc1CC(=O)N1CCC(C2CCN(S(C)(=O)=O)CC2)C1 (stereo unspecified) | 31.6%[activator]
COc1ccc(NC(=O)c2cnc3c(c2)N(C(=O)Cc2cccc(C(F)(F)F)c2)CCC3)cc1OC | 54.0%[activator]
Cn1ccc2c(C(=O)NCc3cccnc3)nc(-c3ccccc3C#N)cc21 | -1.3%[176 µM]
CCC(=O)N1CCc2oc(C)c(C(=O)NCCN(C)C)c2C1 | 70.1%[activator]
COc1ccc(S(=O)(=O)N[C@H](C)c2onc(-c3cccnc3)c2C(=O)O)cc1 | 15.1%[176 µM]
CCCNC(=O)N[C@@H]1C[C@H](Cn2cc(-c3cccnc3)nn2)[C@@H](O)[C@H]1O | 14.1µM*
CC(=O)N1CCC(C(=O)N2CCC(N3CC(OCC4CC4)C34CCOCC4)CC2)CC1 (stereo unspecified) | 38.7%[activator]
CN1CCN(c2nc3c(c(=O)[nH]2)CCN(CCc2ccccc2)CC3)CC1 | 30.2%[activator]
Cc1nn2c(NCCc3ncc[nH]3)cc(-c3ccccc3)nc2c1C | 130.4%[activator]
CC(C)N1C[C@H](O)C[C@H]1c1nnc2n1CCN(C(=O)Cc1ccccc1)CC2 | -2.1%
COc1ccccc1-c1cc(-c2ccc(=O)[nH]c2)c2cncn2c1 | 22.4µM*
CCC1=C(C(=O)OC)C(c2ccccc2Cl)N2C(CC(=O)NCc3ccco3)=CSC2=N1 (stereo unspecified) | 10.7%
COC(=O)C1=C(C)N(C)C(=NCc2ccc3c(c2)OCO3)NC1c1ccc(C(F)(F)F)cc1 (stereo unspecified) | -26.7%
O=Cc1ccc(-c2ccc(C(=O)O)cn2)cc1 | ?
CCCNC(=O)[C@@H]1Cc2cn(Cc3nccn3C)c3cccc(c23)[C@H](CC(C)C)N1 | 54.6%[activator][176 µM]
Cc1cc(C2CC(C(=O)NCCc3ccccc3)CN(C(=O)NC(C)C)C2)ccc1F (stereo unspecified) | 29.9%
COc1ccc(-c2cc3c(=O)n(CCNC(=O)c4cccc(N(C)C)c4)ccn3n2)cc1 | -12.1%
Brc1ccc(CN2CCC(c3nc4ncccc4[nH]3)C2)cc1 (stereo unspecified) | ?
Cc1nn(-c2ccc(F)cc2)c(C)c1[C@@H]1C=C[C@@H](NC(=O)CC(C)(C)CC(=O)O)C1 | 20µM*
O=C(CCCc1ccccc1)N1CCC(c2noc(-c3ccccc3)n2)C1 (stereo unspecified) | -0.9%
O=C(COc1ccc(F)cc1F)N1CCCC(Cc2nc3ccccc3[nH]2)C1 (stereo unspecified) | 3.2%
COC(=O)c1cccc2nc([C@H]3CCN(Cc4ccccc4C)C3)oc12 | 23.3%[176 µM]
Cc1ccccc1CN1CCCC(COc2ccccc2C(=O)N2CCCC2)C1 (stereo unspecified) | 53.2%[activator]
COc1ccc(C(=O)NC2CCN(c3cc(-c4cccs4)[nH]n3)C2)cc1OC (stereo unspecified) | 39.9%[activator]
Cc1ccc(C2=NC3(CCN(C(=O)c4cccs4)CC3)ON2)cc1 | -2.0%
COCC1CN(C)CC12CCN(C(=O)c1cccc(Br)c1)CC2 (stereo unspecified) | 18.0%
O=C(CCC1CCN(c2cc(NC3CC3)ncn2)CC1)Nc1ccccc1 | 72.8%[activator]
COCC1CN(C(C)=O)CC12CCN(Cc1cc(F)c(F)cc1F)CC2 (stereo unspecified) | 18.5%
O=C(N[C@H](Cc1ccccc1)C(=O)NCc1cccc2ccccc12)[C@H]1O[C@@H](n2ccc(=O)[nH]c2=O)[C@H](O)[C@@H]1O | -4.2%
CCn1c2c(c(=O)n1-c1ccccc1)CCN(C(=O)Cc1ccccc1)C2 | 12.1%[176 µM]
C[C@H]1[C@@H]2[C@@H](O)C([C@H](C)C(=O)NCCN3CCOCC3)CC[C@@]2(C)CC[C@@H]1NC(=O)c1ccccc1 (stereo partly specified) | 17.5%
COCCNS(=O)(=O)c1cccc2c1CN(C(=O)CCn1cncn1)CC2 | 22.4%
COc1ccc(OC)c(-c2noc(Nc3cccc(F)c3)n2)c1 | 19.3%
CN1C(=O)CCCCC1C(=O)NCc1ccccc1 (stereo unspecified) | 40.6%[activator]
CC(C)=C[C@H]1C[C@H](C)[C@H]2CC[C@H](C)c3c(O[C@@H]4O[C@@H](C)[C@@H](O)[C@@H](O)[C@@H]4O)c(O)c(C)c1c32 | ?
O=C(NC1CCCN(c2cc(-c3ccccc3)[nH]n2)C1)c1cc(F)ccc1F (stereo unspecified) | 47.5%[activator]
COCCCN1CC2(CCN(C(=O)c3cnc(SC)nc3)CC2)CC1=O | -0.7%
Cc1cc(C)c(CNC(=O)c2cc(-c3ccccc3C)cc3ncn(C)c23)c(=O)[nH]1 | 3.3%[176 µM]
O[C@@H](Cc1ccccc1)[C@@H](/C=C/c1ccccc1)N(Cc1ccccc1)Cc1ccccc1 | -21.8%
CN1C[C@@H](NC(=O)Nc2ccccc2)C[C@H]1c1nc(Cc2ccccc2)no1 | 46.4%[176 µM]
O=C(C1CCN(C(=O)N2CC3CC(C2)[C@H]2CCCC(=O)N2C3)CC1)N1CC=C(c2ccccc2)CC1 (stereo partly specified) | 43.5%
CN1C(=O)C2(CCN(C(=O)Cc3ccccc3Cl)C2)c2ccccc21 (stereo unspecified) | 36.4%[activator]
O=C1[C@H]2CN(Cc3ccccc3F)C[C@H]2C(=O)N1CCN1CCc2ccccc2C1 | 85.1%[activator]
CC(C)CCN(C)C1CCOc2ccccc21 (stereo unspecified) | 54.2%[176 µM]
COc1cccc(-c2ccccc2CN)c1 | 33.5%[activator][176 µM]
O=C(NCc1ccc2c(c1)OCO2)[C@@H]1[C@@H](CO)[C@@H]2Cn3c(cccc3=O)[C@H]1N2Cc1cccnc1 | ?
COCCn1ncc(N2CCC(C(=O)NCc3cccc(C(F)(F)F)c3)C2)cc1=O (stereo unspecified) | 31.8%[activator]
CC[S+](=O)([O-])NC1CCN(C(=O)N2CC3CC(C2)[C@H]2CCCC(=O)N2C3)CC1 (stereo partly specified) | 26.0%
COc1ccc(N2CC(c3noc(-c4ccc(F)cc4)n3)CC2=O)cc1OC (stereo unspecified) | 29.7%
CC(C)CCNC(=O)CCN(CC(C)C)C(=O)c1ccoc1 | 59.5%[activator]
CSc1cccc(NC(=O)Cn2c(Nc3cc(C)cc(C)c3)nc(C)cc2=O)c1 | -14.5%
COc1ccccc1OCCNC(=O)CCc1cc2cc(C)ccc2[nH]c1=O | 25.3%
NCCc1cccc(CN2CCC(Oc3cccc(F)c3)CC2)c1 | -5.0%

The results go on.
mol | ALOX12 inh
Cc1ccc(S(=O)(=O)Nc2ccc(C)n(CC(=O)Nc3ccccc3)c2=O)cc1 | 0.7%
CC(C)=CCCC1=CC[C@H]2[C@@H](C1)C(C(C)C)=CC(=O)[C@@]2(C)O | -6.6%
CC(C)C(=O)N1CCCC2(COc3ccccc3[S+](=O)([O-])N2)C1 (stereo unspecified) | 1.8%[6.33 µM]
CN1Cc2ccc(Nc3ccccc3)nc2C(C)(C(=O)NCc2ccc3c(c2)OCO3)C1 (stereo unspecified) | ?
COc1cccc(NC(=O)N2CC[C@H]3CC(=O)N(c4ccccc4)CC[C@H]3C2)c1 | -2.7%[176 µM]
COc1ccc(C(=O)N2CCC3(CC2)N=C(c2cccc(Br)c2)NO3)cc1F | -2.8%
CS(=O)(=O)N1CCC(OC2CCN(C(=O)Nc3ccccc3C(F)(F)F)CC2)CC1 | -11.3%
COC1[C@@H](O[C@@H]2O[C@H](C)[C@@H](O[C@H]3C[C@@](C)(O)[C@H](OC(=O)CC(C)C)[C@H](C)O3)[C@H](N(C)C)[C@H]2O)[C@@H](CC=O)C[C@@H](C)[C@@H](O)/C=C/C=C/C[C@@H](C)OC(=O)C[C@H]1OC(C)=O (stereo partly specified) | 6.2%[57.4 µM]
Cc1ncsc1CCC(=O)N1CC[C@@H]2[C@@H](CCC(=O)N2CCN)C1 | 23.2%
O=S(=O)(c1ccccc1)c1nnn2c1nc(NCc1ccc(F)cc1)c1ccccc12 | -0.3%[6.33 µM]
Cc1cc(F)ccc1-c1[nH]nc2ncc(-c3ccsc3)nc12 | 3.2%[176 µM]
CCOc1ccc(CC(=O)N2CCCN(C(=O)C3CC3)c3ccccc32)cc1 | 47.1%[activator]
COc1ccc(OCC(=O)NC2CCN(c3cc(-c4ccccc4)[nH]n3)CC2)cc1 | 34.2%[activator]
COc1cccc(CN2CC[C@@H](CO)N(C)c3nc(C)ccc3C2)c1 | 6.5%[176 µM]
COc1cc(CCC(=O)N2C[C@@H](C(N)=O)[C@H](c3nc(C)no3)C2)on1 | 20.7%
O=C1Nc2ccc(-c3ccco3)cc2C(=O)N2CCN(C(=O)c3ccccc3)C[C@H]12 | ?
CCC1(N2CCN(C(=O)NCc3cccc(F)c3)CC2)CCN(C(=O)C(C)C)C1 (stereo unspecified) | ?
O=C1CCN(C(=O)[C@@H]2CCCN2S(=O)(=O)c2ccc3c(c2)CCC3)CCCCCCN1 | ?
CC(C)N1CCN(C(=O)c2cc3cn(C4CC4)cc3s2)CC1 | 18.1%
Cc1cc(=O)n(CC(=O)Nc2ccc(Cl)cc2)c(N2CCC(C)CC2)n1 | ?

Shown as a hit in ALOX12 inh, among the entries above:
mol | ALOX12 inh
CCCNC(=O)N[C@@H]1C[C@H](Cn2cc(-c3cccnc3)nn2)[C@@H](O)[C@H]1O | 14.1µM*
COc1ccccc1-c1cc(-c2ccc(=O)[nH]c2)c2cncn2c1 | 22.4µM*
Cc1nn(-c2ccc(F)cc2)c(C)c1[C@@H]1C=C[C@@H](NC(=O)CC(C)(C)CC(=O)O)C1 | 20µM*

Other entries follow.
mol | ALOX12 inh
Cn1c(Nc2ccccc2)nc2cnc(-c3ccc(S(C)(=O)=O)cc3)cc21 | -19.5%
CC(NC(=O)COc1ccc(F)cc1F)c1ccccc1-n1cccn1 (stereo unspecified) | 5.9%
CCC1(N2CCN(C(=O)Nc3ccc(Cl)cc3C)CC2)CCN(C(=O)NC)C1 (stereo unspecified) | 4.2%
O=C(NCc1ccc(Cl)cc1)[C@@H]1Cc2nc[nH]c2CN1Cc1cccs1 | 62.2%[activator][176 µM]
O=C(Cc1c[nH]c2ccccc12)Nc1ccc(Nc2cccnc2)c(Br)c1 | -1.8%
CCCNC(=O)O[C@@H]1CC[C@]2(C)C(CC[C@@H](O)[C@H]2CC(=O)NCc2ccccc2)[C@]1(C)CO (stereo partly specified) | 13.7%
O=C(N1CCOCC1)N1CCn2c(nnc2-c2cncc(Br)c2)C1 | ?
COc1ccc(CNC(=O)C2CC(=O)N(c3n[nH]c4ccccc34)C2)cc1OC (stereo unspecified) | 4.2%
CCN(CC)C(=O)[C@@H]1[C@H](c2cc(OC)c(OC)c(OC)c2)c2cc3c(cc2[C@H](O)[C@H]1CO)OCO3 | -7.3%
CN(C)C(=O)c1ccnc2[nH]ccc12 | 10.0%[12.5 µM]
Cc1ccc(C(=O)N2C(C(=O)N3CCCC3)COC23CCN(C(=O)c2ccc(F)cc2)CC3)cc1 (stereo unspecified) | 33.5%[activator]
CN(C)Cc1nnc(C2CCCN(C(=O)c3ccn4nnnc4c3)C2)n1C (stereo unspecified) | 19.9%
CCc1noc(-c2cn(C3CCN(C(=O)c4ccccc4)CC3)nn2)n1 | 34.0%
COc1ccc(-c2nc(C(C)C)nc3c2CCN(C(=O)Nc2ccccc2)CC3)cc1 | 15.3%
CN(Cc1ccccc1)Cc1cn([C@H]2CO[C@H]3[C@@H]2OC[C@@H]3NC(=O)c2ccc(N(C)C)cc2)nn1 | 17.5%
Cc1nc(-c2c3n(c(=O)n(Cc4ccc(OC(F)(F)F)cc4)c2=O)CCCC3)no1 | 36.8%
COc1ccccc1-c1ccc(CN2CCN(c3ccc(Cl)nn3)C(=O)C2)cc1 | -11.3%
CN(C(=O)c1ccc(Cl)nc1)C1CCc2ccccc21 (stereo unspecified) | 95.3%[activator][176 µM]
C=CCC1(CO)CCCN(C(=O)CCCn2nc(C)cc2C)C1 (stereo unspecified) | 16.7%
COC(=O)C1=C(C)N=C2SC=C(CC(=O)NCc3cccc(F)c3)N2C1c1ccccc1OC (stereo unspecified) | 3.8%
CC(=O)N1CC2(CCCCN2C(=O)CCC(=O)O)Cc2ccccc21 (stereo unspecified) | 11.0%[6.33 µM]
COCC(=O)N[C@H]1C[C@@H](CO)N(Cc2cccs2)C1 | 32.6%
CC(C)c1[nH]nc2c1C(c1ccccc1)NC2=O (stereo unspecified) | -0.2%

Exported with the structure last: part of the list above
ALOX12 inh	Compound
33.5%[activator]	Cc1ccc(C(=O)N2C(C(=O)N3CCCC3)COC23CCN(C(=O)c2ccc(F)cc2)CC3)cc1 (stereo unspecified)
19.9%	CN(C)Cc1nnc(C2CCCN(C(=O)c3ccn4nnnc4c3)C2)n1C (stereo unspecified)
34.0%	CCc1noc(-c2cn(C3CCN(C(=O)c4ccccc4)CC3)nn2)n1

A portion of the library; rates above refer to the full screens.
